Compound activity (PubChem BioAssay)
TDP1 cell noCPT: qHTS for Inhibitors of human tyrosyl-DNA phosphodiesterase 1 (TDP1): qHTS in cells in absence of CPT. DT40 Tdp1-/- hTDP1 cells, no CPT, ATP luminescence, 48 h. Potency, µM (highest dose often 46.2 µM), for the others: top-dose activity change, negative = growth inhibition, most hits filed as inhibitors. 420,000 tested, 15% active. AID 686978, 2013; also: nearly all actives have a fitted effect of over 55% in size
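Cells were dispensed at 400 per well, compounds added by pin tool, plates incubated ≥48 hr at 37 °C, then CellTiter-Glo added for 30 min at room temperature before luminescence reading. Line: DT40 Tdp1-/- complemented with hTDP1; camptothecin omitted.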
DT40 TDP1 CPT: growth inhibition of DT40 Tdp1-/-;hTDP1 cells with camptothecin (screen for TDP1 inhibitors). chicken DT40 Tdp1-/-;hTDP1 cells + 20 nM CPT, ATP luminescence, 48 h. Potency, µM (titrated, usually from 46.2 µM), without a hit: top-dose activity change, negative = growth inhibition, usual class: inhibitors. 420,000 tested, 12% active. AID 686979; also: nearly all actives have a fitted effect of over 55% in size
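Chicken DT40 Tdp1-/- cells complemented with human TDP1, 400 cells/well, exposed to compounds plus 20 nM camptothecin for at least 48 h at 37 C; viability read as ATP content by CellTiter-Glo luminescence.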
KAT2A inh: GCN5L2 (KAT2A) acetyltransferase inhibition | GCN5L2 HAT assay, ThioGlo1 CoA-SH fluorescence | Potency, µM (top dose mostly 58.9 µM), for the others: at the top dose activity change, negative = inhibition, most hits filed as inhibitors | 390,000 tested, 0.21% active
Target sequence (Q92830 whole entry, looked up): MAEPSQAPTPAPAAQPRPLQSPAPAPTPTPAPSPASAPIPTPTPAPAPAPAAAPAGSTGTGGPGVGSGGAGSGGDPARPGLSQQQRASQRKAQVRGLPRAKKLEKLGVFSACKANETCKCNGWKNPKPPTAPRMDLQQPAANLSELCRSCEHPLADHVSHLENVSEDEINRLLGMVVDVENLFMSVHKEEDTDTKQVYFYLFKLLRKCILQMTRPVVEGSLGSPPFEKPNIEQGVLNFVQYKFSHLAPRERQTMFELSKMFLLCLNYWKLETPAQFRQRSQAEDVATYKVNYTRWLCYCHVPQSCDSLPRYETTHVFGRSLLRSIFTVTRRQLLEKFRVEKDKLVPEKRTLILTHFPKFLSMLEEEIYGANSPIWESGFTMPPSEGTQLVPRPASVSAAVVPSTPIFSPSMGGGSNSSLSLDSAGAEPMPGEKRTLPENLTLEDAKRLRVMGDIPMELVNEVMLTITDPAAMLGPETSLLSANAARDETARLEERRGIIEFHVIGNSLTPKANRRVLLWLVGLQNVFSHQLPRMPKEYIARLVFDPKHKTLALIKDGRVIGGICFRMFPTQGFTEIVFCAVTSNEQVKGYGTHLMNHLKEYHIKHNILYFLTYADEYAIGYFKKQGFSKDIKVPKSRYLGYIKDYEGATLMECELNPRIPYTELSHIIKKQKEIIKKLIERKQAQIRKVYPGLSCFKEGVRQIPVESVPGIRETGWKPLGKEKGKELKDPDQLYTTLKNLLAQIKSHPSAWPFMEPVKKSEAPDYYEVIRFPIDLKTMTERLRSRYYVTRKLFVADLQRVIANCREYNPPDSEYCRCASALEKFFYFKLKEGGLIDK
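GCN5L2 (20nM final) in 50mM HEPES, 0.1mM EDTA pH 7.5, 0.01% Tween-20 was preincubated 15 min at room temperature with compound, then given ThioGlo1 (50uM), H3(1-25) peptide (75uM) and acetyl-CoA (70uM); CoA-thiol fluorescence (Ex340/Em540) was read at 0 and 20 min.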
* hit, by the source's call; ? = inconclusive; · = not tested or not shown; & = joins results of further samples; [ ] = dose if it differs, or a comment. Calls follow the shape of the dose curve; as a rule, active = well fitted curve in the direction sought with a large enough effect; inconclusive = small, poorly fitted or top-dose-only effect, or another doubt; inactive = no such curve, though single readings can be large; an effect the other way counts as inactive or inconclusive. % is scaled to controls: 0 for no effect and ±100 for the full control effect; potency is read from the fitted curve at half-maximal effect. An excerpt. The share of hits here may be higher or lower than overall.

SMILES	TDP1 cell noCPT	DT40 TDP1 CPT	KAT2A inh
COc1ccc(-c2csc3ncnc(N4CCN(S(=O)(=O)c5ccc(C(C)=O)cc5)CC4)c23)cc1	?	?	-12%
Cc1cc(C)cc(N(CCC#N)C(=O)CSc2n[nH]c(N)n2)c1	-2%	0%	-1%
CCOC(=O)N1CCN(C(=O)C2COc3ccccc3O2)CC1 (centres undefined)	-12%	-1%	-1%
O=C(CCCN1C(=O)/C(=C/c2ccccc2)SC1=S)Nc1ccc(O)cc1	-19%	?	-6%
CCOc1ccccc1-n1c(SCC(=O)NC)nnc1-c1ccco1	1%	-1%	-5%
Cc1ccc(-n2c3c(cc(C(=O)NCc4ccco4)c2=O)C(=O)CC(C)(C)C3)cc1	?	-7%	1%
Cc1ccc(CNC(=O)CSc2nc(=O)n3cccc(C)c3n2)cc1	-9%	-18%	0%
Oc1ccc(N=C/C=C/c2cccc(Br)c2)cc1-c1nc2ccccc2s1	21µM*	12µM*	-6%
C=CCC1NS(=O)(=O)OCC1NC(=O)OCC(Cl)(Cl)Cl (centres undefined)	11%	4%	-6%
CCCN1CCN(C(=O)Cn2ncc3c4ccccc4n(Cc4cccc(Cl)c4)c3c2=O)CC1	12µM*	13µM*	-8%
COc1cc2c(cc1C1NC(=S)NC(C)=C1C(=O)N(C)C)CCCC2 (centres undefined)	-2%	-1%	0%
Cc1cccc(C(=O)NCC(c2ccc3c(c2)OCO3)N2CCOCC2)c1 (centres undefined)	23µM*	?	-7%
CCNc1nc(SCCOc2ccc(Cl)cc2Cl)nc(N(C)C)n1	?	?	-12%
CS(=O)(=O)c1nc(S(=O)(=O)c2ccc(Cl)cc2)c(N2CCC(C(N)=O)CC2)s1	?	?	-4%
CC1(C)CC2CC(C)(CN2C(=O)COc2cccc3ccccc23)C1 (centres undefined)	?	?	-11%
COc1ccc(-c2nc3cnc(Oc4ccccc4)nc3n(CCC#N)c2=O)cc1	8%	?	-8%
Cc1nn(-c2ccc(N3CCOCC3)nn2)c(C)c1CCC(=O)NCc1ccc(F)cc1	5%&-18%	?	-2%&10%
CC1(C)C=Cc2c(ccc(C(=O)/C=C/c3ccccc3)c2O)O1	8.9µM*	7.9µM*	·
Cc1ccc2ccccc2c1COC(=O)c1nonc1N	-12%	0%	-5%
CCCCNC(=O)C1(C)CCCCN1Cc1ccc(OCc2ccccc2)cc1 (centres undefined)	21µM*	21µM*	·
O=C1C(=O)N(CCN2CCOCC2)C(c2ccc(F)cc2)/C1=C(/O)c1ccc(S(=O)(=O)N2CCOCC2)cc1 (centres undefined)	-9%	24%	-12%
C[C@@H]1[C@H](c2ccccc2)OCCS(=O)(=O)N1Cc1ccccc1	-7%	-7%	·
O=C(CSc1ncccn1)NCC1Cc2cccc(-c3ncccn3)c2O1 (centres undefined)	8%	7%[9.04 µM]	·
COc1ccc([N+](=O)[O-])cc1NC(=O)C1CCCO1 (centres undefined)	-17%	-15%	-5%
CCc1ccccc1NC(=O)CCC(=O)N1CC(C)Oc2ccc(C)cc21 (centres undefined)	?	?	-5%
Cc1ccc(C)c(OCCC(=O)NNC(=O)c2ccccc2)c1	-26%	-16%	-1%
C=CCNC(=S)Nc1ccc(C(N)=O)cc1	-4%	13%	1%
Cn1cc(S(=O)(=O)N2CCCCCC2)cc1C(=O)Nc1ccc(Cl)c(C(F)(F)F)c1	-26%	0%	-8%
O=C(Nc1ccc(F)cc1)c1ccccc1NC(=O)C1CC=CCC1C(=O)O (centres undefined)	-24%	?	0%
Cc1cc(NC(=O)c2cccnc2)ccc1NC(=O)c1ccco1	-8%	-8%	-7%
COc1cc(-c2nnc(SCc3c(F)cccc3Cl)o2)cc(OC)c1OC	26µM*	?	-13%
O=C(NCCc1ccc(Cl)cc1)c1ccc2c(c1)N(Cc1ccc(F)cc1Cl)C(=O)CS2	6.5µM*	?	0%
O=S1(=O)CCN(Cc2ccncc2)CC1	2%	-5%	·
CC1CCCCN1S(=O)(=O)c1ccc(S(=O)(=O)N2CCN(c3ccccc3)CC2)cc1 (centres undefined)	?	?	-1%
C=C[C@@]1(C)CC(=O)[C@]2(O)[C@@]3(C)[C@@H](O)CCC(C)(C)[C@@H]3[C@H](O)[C@H](OC(C)=O)[C@@]2(C)O1	?	?	1%
COc1ccc(C)cc1NC(=O)NCCn1nnc2cc(S(=O)(=O)N(C)C)ccc21	-27%	?	1%
Cc1cc(OCc2nc(-c3ccncc3)no2)cc(C)c1Cl	-8%	11%	-4%
C=CCNc1nc(N)c(C(=C(C#N)C#N)c2ccccc2)s1	?	?	-1%
O=C(CN1C(=O)c2ccccc2C1=O)NCc1ccc(F)cc1	?	?	0%
CN(C)c1nc(Oc2ccc(/C=N/O)cc2)nc(N(C)C)n1	-16%	-28%	-3%

Fetched by structure from the entries so far, seven records:
SMILES	TDP1 cell noCPT	DT40 TDP1 CPT	KAT2A inh
CN(C)c1nc(Oc2ccc(/C=N/O)cc2)nc(N(C)C)n1	-16%	-28%	-3%
COc1ccc(C)cc1NC(=O)NCCn1nnc2cc(S(=O)(=O)N(C)C)ccc21	-27%	?	1%
CC1CCCCN1S(=O)(=O)c1ccc(S(=O)(=O)N2CCN(c3ccccc3)CC2)cc1 (centres undefined)	?	?	-1%
O=C(CN1C(=O)c2ccccc2C1=O)NCc1ccc(F)cc1	?	?	0%
O=S1(=O)CCN(Cc2ccncc2)CC1	2%	-5%	·
Cc1cc(OCc2nc(-c3ccncc3)no2)cc(C)c1Cl	-8%	11%	-4%
O=C(NCCc1ccc(Cl)cc1)c1ccc2c(c1)N(Cc1ccc(F)cc1Cl)C(=O)CS2	6.5µM*	?	0%

Additional entries:
SMILES	TDP1 cell noCPT	DT40 TDP1 CPT	KAT2A inh
Cn1ncc(Br)c1C(=O)NC(=S)N1CCN(c2ccccn2)CC1	?	?	3%
Cc1ccc(C)c(N(C(=O)Cn2nnc(-c3cccs3)n2)C(C(=O)NC2CC2)c2ccc(C)o2)c1 (centres undefined)	11µM*	?	0%
CCOC(=O)CSc1ccc(-c2nc3cc(C)c(C)cc3[nH]2)cn1	?	?	13%
C/C(CC(=O)NCCc1ccccc1)=N\NC(=O)COc1ccc(Br)cc1	-23%	-13%	-5%
CC1=C(C(=O)OC2CCCCC2)C(c2ccco2)n2ncnc2N1 (centres undefined)	-8%	?	-6%
Cn1c(=O)oc2cc(S(=O)(=O)Nc3cccc(C(=O)O)c3)ccc21	-9%	-2%	2%
COC(=O)N/N=C\c1cc(Br)ccc1OCc1ccccc1	?	?	-6%
Cn1c(-c2ccc(C(C)(C)C)cc2)n[nH]c1=S	?	?	-19%
O=S(=O)(c1ccccc1)N1CCCC1c1cccs1 (centres undefined)	12µM*	?	0%
Cc1cccc(OCC(=O)N/N=C/c2sc(=O)n(Cc3cccc(C(=O)O)c3)c2Cl)c1	-4%	20%	-19%

Profiles, looked up by structure. Order of values: TDP1 cell noCPT | DT40 TDP1 CPT | KAT2A inh
Entry for Cc1cccc(OCC(=O)N/N=C/c2sc(=O)n(Cc3cccc(C(=O)O)c3)c2Cl)c1 = -4% | 20% | -19%
Entry for Cn1c(=O)oc2cc(S(=O)(=O)Nc3cccc(C(=O)O)c3)ccc21 = -9% | -2% | 2%

Going on with the list:
SMILES	TDP1 cell noCPT	DT40 TDP1 CPT	KAT2A inh
O=C(COc1coc(CN2CCN(c3ccccc3F)CC2)cc1=O)NCC1CCCO1 (centres undefined)	-21%	-5%	-18%
N[C@H](C(=O)O)c1ccc(O)cc1	-9%	0%	·
O=C(O)CCCC(=O)N1CCN(c2nc(-c3ccccc3Cl)c3cc(Br)ccc3n2)CC1	?	-26%	-5%
CCCCNC(=O)Nc1cnn(CC)c1C(N)=O	-3%	6%	1%
C[Si](C)(C)O[Si](C)(C)C	4%	-2%	17%
C/C(=N\NC(=O)c1nnn(-c2nonc2N)c1CN1CCc2ccccc21)c1ccccc1O	6.5µM*	6.5µM*	-13%
Cc1cnc(C(=O)OCC(=O)Nc2ccc(Cl)cc2)cn1	-13%	5%	?
c1cc2ccc3ccc(CN4CCOCC4)c4ccc(c1)c2c34	?	?	-3%
O=c1oc2ccccc2c(NCCc2ccccc2)c1[N+](=O)[O-]	?	?	2%
COc1cc(O)c(C(=O)c2ccccc2)cc1S(=O)(=O)O	5%	1%	-20%
Cc1cccc2cc(C#N)c(NCCNS(=O)(=O)c3ccc4c(c3)OCCO4)nc12	-2%	-17%	-11%
Cc1cccc(N2CCN(S(=O)(=O)c3ccc(F)c(C(=O)Nc4ccc(C(C)C)cc4)c3)CC2)c1C	?	?	-6%
O=C(COc1ccc(-c2nnco2)cc1)NC1CCS(=O)(=O)C1 (centres undefined)	-1%	-9%	-4%
CCc1ccc(NC(=O)c2ccc(Cn3cc([N+](=O)[O-])cn3)cc2)cc1	-15%	?	-3%
O=C(O)c1cccc(NC(=O)c2cccc(S(=O)(=O)N3CCc4ccccc43)c2)c1	9%	3%	-5%
CN(C)c1ccc(/C=C/c2ccc3ncccc3c2)cc1	?	?	·
CCN1CCN(C(=O)CCc2nnc3ccc(N4CCC5(CC4)OCCO5)nn23)CC1	3%	2%	-4%
C[N+]1(CC(=O)c2ccc(I)cc2)CCOCC1	-4%	-19%	·
CN(C)c1ccc(C=NNc2nc3c([nH]2)c(=O)n(C)c(=O)n3C)cc1	?	?	·
CN(C)S(=O)(=O)c1ccc(C(=O)NCCSc2c(-c3ccc(Cl)cc3)[nH]c3ccccc23)cc1	5.2µM*	4.1µM*	-7%
COc1ccc(-c2nnnn2-c2ccccc2OC)cc1	?	?	-2%
C[N+]1(CC(=O)OCCCc2ccccc2)CCOCC1	1%	5%	-1%
O=S(=O)(c1ccccc1)c1nnn2c1nc(NC1CCCCCC1)c1sccc12	-17%	-24%	-5%
CC(=O)c1cccc(NC(=O)N2CCC(C(=O)c3ccc(F)cc3)CC2)c1	?	?	-3%
COc1ccc(C(=O)NCC(=O)OCC(=O)c2ccccc2Br)cc1OC	-26%	-15%	·
Cc1cc(=O)oc2cc(OCC(=O)N3CCCC(C)C3)ccc12 (centres undefined)	-21%	-4%	2%
N/C(=N\c1nc2c(c(=O)[nH]1)CCC2)Nc1ccccc1	-11%	-7%	0%
Cc1ccc(C)c(NC(=O)CCC(=O)N/N=C2/CC(=O)CC(C)(C)C2)c1	-11%	-6%	-7%
COC(=O)c1cc(S(=O)(=O)NCCc2ccc(SC)cc2)c[nH]1	-19%	?	-7%
CC1CCN(c2ccc3nnc(CCC(=O)NCCCOC(C)C)n3n2)CC1	22%	-8%	-15%
O=C(N/N=C/c1ccco1)c1cnccn1	-5%	-23%	3%
Cc1ccc(C)c2c(SC(C)C(=O)NCc3ccco3)nc(-c3ccccc3)nc12 (centres undefined)	?	-21%	-2%
O=C(O)c1sccc1Oc1ccc(NS(=O)(=O)c2cccc(F)c2)cc1	9%	48%	2%
O=C(NC1CCCCC1)c1ccc(N2CCOCC2)c([N+](=O)[O-])c1	-2%	-4%	-19%
CN(C)CCNC(=O)c1sc2cccc(F)c2c1Cl	-23%	21%	-3%
CSc1nc(O)c(C(c2ccc(O)cc2)c2c(O)nc(SC)[nH]c2=O)c(=O)[nH]1	15%	-11%	-6%
Cc1cc(S(=O)(=O)C(CNC(=O)c2ccc(F)c(F)c2)c2cccs2)ccc1F (centres undefined)	-3%	3%	-7%
O=C1CCC(C(=O)Nc2cccc(S(=O)(=O)Nc3ccccc3F)c2)=NN1	13µM*	18µM*	?
CCOc1ccc(OCC(=O)Nc2c3c(nn2C(C)(C)C)CS(=O)(=O)C3)cc1	5%	2%	-22%
COc1ccc(/C=N/c2nc3ccccc3n2C)cc1OC	-11%	-2%	-10%
N/C(=N\c1nc2c(c(=O)[nH]1)CCCC2)Nc1ccccc1Sc1ccccc1	20µM*	11µM*	-4%[0.501 µM]
CC1CC2=C(NC(=S)NC2c2ccccc2F)/C(=C/c2ccccc2F)C1 (centres undefined)	?	?	-3%
Cc1ccccc1CNCCSc1nnnn1-c1ccccc1	-14%	-11%	1%
COc1ccc(/C=C(\NC(=O)c2cccs2)C(=O)Nc2ccccc2C)cc1OC	-6%	-18%	-5%
O=C(C[C@H]1C=C[C@@H](NC(=O)c2ccncc2)[C@@H](CO)O1)NCC1CC1	6%	-3%	·
N#Cc1nc(-c2ccccc2Cl)oc1N1CCOCC1	?	?	2%
COc1ccc(C2=NOC(C)(c3nnc(-c4ccc(F)cc4)o3)C2)cc1 (centres undefined)	-25%	0%	1%
Cc1ccc(Cl)cc1NC(=O)Nc1cccs1	21µM*	-25%	-4%
COC(=O)Nc1ccc(S(=O)(=O)N2CCN(CCN3C(=O)C4C5C=CC(C5)C4C3=O)CC2)cc1 (centres undefined)	-7%	-8%	4%
